Screens from PubChem BioAssay.
EphA4 KYL inhibition – inhibitors of EphA4 binding to KYL peptide, primary screen, biochemical, colorimetric, mouse EphA4 (AID 689) | EphA4-AP binding to KYL peptide, pNPP A405; higher % means a stronger effect | 62,000 compounds, 0.1% hits | Ephrin type-A receptor 4 (Mus musculus) | one-dose inhibition, % at 10 µM; IC50 in µM for titrated hits; in the data active means a potency from the dose series; inactive means the rest, 99 in 100 with inhibition below about 22%
Numbers without * were called inactive. These rows are one share of the data, so the mix of outcomes need not match the whole.

Start of the listing, in advance (six entries):
mol | EphA4 KYL inhibition
O=C(Nc1ncc(Cc2cc(Cl)ccc2Cl)s1)c1ccc([N+](=O)[O-])cc1 | -17%
Cn1c(=O)[nH]c(=O)c2c1nc(N1CCCC1)n2CCCSc1nc2ccccc2o1 | 7%
CCn1c(SCC(=O)Nc2ccc(OC)c(OC)c2)nnc1-c1cccs1 | -3%
CN1CCN(C2=C(Cl)C(=O)N(c3ccc(Cl)c(Cl)c3)C2=O)CC1 | -7%
Cc1ccccc1Cn1cc(NC(=O)COc2ccccc2)cn1 | -3%
CC(=O)N(CN1C(=O)c2ccccc2C1=O)c1cccc(C)c1 | -4%

The whole of this part, from the start:
mol | EphA4 KYL inhibition
O=C(Nc1ncc(Cc2cc(Cl)ccc2Cl)s1)c1ccc([N+](=O)[O-])cc1 | -17%
Cn1c(=O)[nH]c(=O)c2c1nc(N1CCCC1)n2CCCSc1nc2ccccc2o1 | 7%
CCn1c(SCC(=O)Nc2ccc(OC)c(OC)c2)nnc1-c1cccs1 | -3%
CN1CCN(C2=C(Cl)C(=O)N(c3ccc(Cl)c(Cl)c3)C2=O)CC1 | -7%
Cc1ccccc1Cn1cc(NC(=O)COc2ccccc2)cn1 | -3%
CC(=O)N(CN1C(=O)c2ccccc2C1=O)c1cccc(C)c1 | -4%
C/C(=N/Oc1nc(C)cc(C)n1)c1ccc(F)cc1 | -5%
CC(C)c1nc(=S)n(-c2ccccc2)[nH]1 | -1%
CCOC(=O)C(Oc1ccc2c(-c3ccc(OC)cc3)cc(=O)oc2c1C)c1ccccc1 (configuration not stated) | 0%
COc1ccc(OC)c(NC(=O)c2ccc3c(c2)C(=O)N(c2cccc([N+](=O)[O-])c2)C3=O)c1 | -8%
O=C(NCC1CCN(c2ccc(S(=O)(=O)N3CCOCC3)cc2)CC1)c1cccc(Cl)c1 | -16%
Cc1csc(NC(=O)c2cc3c(s2)CCCC3)n1 | 20%
CCOc1ccc(CCNC(=O)C(CC)n2nc(C)n3c(cc4sccc43)c2=O)cc1OCC (configuration not stated) | 2%
O=C(CC1S/C(=N\N=C\c2cccc(O)c2)NC1=O)Nc1ccccc1C(F)(F)F (configuration not stated) | 10%
Nc1ccc(C(=O)Nc2ccccc2C(=O)O)cc1 | 3%
C/C(=C\C(=O)N1CCc2ccccc21)C(=O)O | 2%
COc1ccc(OC)c(C(c2nnnn2C(C)(C)C)N2CCc3ccccc3C2)c1 (configuration not stated) | 12%
CCC(C)c1ccc(O)c(N)c1 (configuration not stated) | 5%
Cc1ccc(C=C2C(=O)N(C)C(=S)N(c3ccccc3)C2=O)s1 | -1%
Cc1ccc(OCCn2c(C)c(/C=N/n3cnnc3)c3ccccc32)cc1 | -3%
CC(=O)N1CCCc2cc(S(=O)(=O)CCC(=O)N3CCN(c4ccccc4)CC3)ccc21 | -16%
Cc1ccccc1-c1cc2nc(C)c(Cl)c(=O)n2[nH]1 | 4%
Nc1ccccc1NC(=O)c1ccccc1 | -10%
COC(=O)C(Cc1ccc(OC(=O)c2ccccc2Cl)cc1)N1Cc2ccccc2C1=O (configuration not stated) | -1%
Cc1cc(NC(=O)COC(=O)C(Cc2ccccc2)NC(=O)c2ccco2)no1 (configuration not stated) | 3%
COc1ccc2c(c1)c1c3n2CCN(C)C3=NCC1 | -37%
Cc1ccc(C(=O)CSc2n[nH]c(C)n2)cc1 | -2%
O=C(c1ccco1)N1CCN(c2nc(C3CC3)nc3sc4c(c23)CCCC4)CC1 | 1%
COc1ccccc1NC(=S)NC(=O)CC(C)C | -8%
CN(C)CCNC(=O)c1cc2c(=O)n(C)c3ccccc3c2n1C | -2%
CCn1c(=O)n(CCc2ccccc2)c(=O)c2c3c(sc21)CCCC3 | -6%
CCCOc1ccc(/C=C2\C(=O)NN(c3ccccc3)C2=O)cc1 | -12%
CCOC(=O)Cn1nc(Cc2ccccc2)c2ccccc2c1=O | 0%
COc1ccc(N2CCN(CCNC(=O)c3c(C)cc(=O)oc3C)CC2)cc1 | -24%
C=CCSc1nc2c(cnn2-c2ccc(C)c(C)c2)c(=O)[nH]1 | 4%
CCc1cc2c(=O)n(-c3ccccc3)c(=S)[nH]c2s1 | -5%
COc1ccc(-n2c(SCc3nnc(-c4ccccc4)o3)nnc2-c2ccccc2)cc1 | -2%
O=C(Nc1nnc(COc2ccc(Cl)cc2)s1)c1ccccc1F | -12%
Cc1noc(C)c1S(=O)(=O)N1CCC(C(=O)Nc2ccc(OC(F)(F)F)cc2)CC1 | -14%
CS(=O)CSc1nc2c(cc1C#N)CCCC2 (configuration not stated) | -10%
COc1cc(OC)cc(C(=O)NCCn2ccc3ccccc32)c1 | -12%
Cc1cc(C(=O)CSc2nnc(-c3cccs3)n2Cc2ccccc2)c(C)n1C | -6%
O=C(CN(CC1CCCO1)C(=O)CCC(=O)Nc1nccs1)NCC1CCCO1 (configuration not stated) | -20%
O=c1cc(-c2cccs2)oc2ccc(Cl)cc12 | 7%
CCOc1ccc(N(CC(=O)NC2CCCC2)C(=O)CCC(=O)Nc2ccccn2)cc1 | -14%
O=C(Nc1ccc(N2CCCCC2)cc1)c1cccnc1Cl | -11%
CCOC(=O)c1ccc(NC(=O)C(C)N2C(=O)c3ccccc3C2=O)cc1 (configuration not stated) | -6%
CCCCn1c(SCC(=O)N2CCCCC2C)nc2cc(S(N)(=O)=O)ccc21 (configuration not stated) | -10%
CCN(CC)C(=O)CSc1ncnc2c1nnn2-c1ccc(OC)cc1 | -12%
CCOC(=O)COc1ccc2c(c1)C(=O)CC(C)(c1cccnc1)O2 (configuration not stated) | 3%
O=c1c2c(nc3cc(-c4cccc(F)c4)[nH]n13)CCC2 | -2%
COC(=O)c1cnn(C(=O)c2ccccc2Br)c1N | -7%
CC(C)NC(=O)c1onc(CSc2cccc(F)c2)c1C(=O)O | -1%
COc1ccc(CN(C)c2ncnc(N)n2)cc1 | 5%
COc1ccc(CC(=O)NCCN2CCCC2)cc1 | 9%
CCOC(=O)CNS(=O)(=O)c1cc(-c2nn(C)c(=O)c3ccccc23)ccc1C | 16%
COC(=O)C(C)NC(=O)C1CCCN1S(=O)(=O)c1cc(C)c(Cl)cc1C (configuration not stated) | -11%
CCCSc1nnc(-c2c[nH]c3ccccc23)n1C | -8%
COc1ccc(-c2cc(C(F)(F)F)n3nc(C)cc3n2)cc1 | 1%
CCOC(=O)C1=C(NC(=O)c2ccc(Br)o2)Nc2ccccc2N=C1 | -6%

Next results.
mol | EphA4 KYL inhibition
CC1=CCC2(CO)COC(c3ccccc3O)C1C2 (configuration not stated) | -3%
Cc1nn(C)cc1CN(C)C(=O)c1sc2cccc(Cl)c2c1Cl | -21%
O=C(Nc1ccc(Cl)cc1Cl)c1n[nH]c(Cn2cncn2)n1 | -6%
Cc1nc2ccccc2n1CCc1nc2c3ccccc3nc(SCC(=O)NCc3ccco3)n2n1 | -4%
CC1CN=C(N(Cc2ccccc2)C(=O)Nc2ccccc2)S1 (configuration not stated) | -2%
O=C(Nc1nnc(-c2ccc(Cl)cc2)o1)Nc1ccccc1Cl | -6%
O=C(CSc1nnc(-c2ccc(F)cc2)o1)Nc1ccc(S(=O)(=O)N2CCCC2)cc1 | 0%
O=C1S/C(=C/c2ccc(N3CCOCC3)o2)C(=O)N1Cc1ccc(F)cc1 | -6%
COc1ccccc1-c1cc(C(=O)NCc2ccccc2)no1 | -6%
CCOC(=O)c1cnc2cc(-c3ccc(Cl)cc3)nn2c1N | 3%
COC(=O)Nc1c(-c2ccccc2)nc2ccc(Cl)cn12 | -1%
CCCN1C(=O)/C(=C/c2cc(C)n(C)c2C)SC1=Nc1ccc(OC)cc1 | -4%
CCOC(=O)N1N=C(c2ccccc2)CC1(O)C(F)(F)F (configuration not stated) | -4%
Cc1cc(-c2nnc3n2CCCCC3)c(C)n1-c1ccccc1 | -28%
O=C(CN1C(=O)c2ccccc2C1=O)Nc1ccc(N2CCOCC2)cc1 | -8%
CCOC(=O)C1CCCN(C(=O)C2CCN(S(=O)(=O)c3cccs3)CC2)C1 (configuration not stated) | -14%
COc1ccc(CCN2C(=O)C3C4CC(C5C(C(=O)N/N=C\c6ccc(Cl)cc6)=NOC45)C3C2=O)cc1OC (configuration not stated) | -9%
O=C1NCCN1CCNS(=O)(=O)c1ccc2ccccc2c1 | -2%
O=[N+]([O-])/C(=C\Nc1ccccc1Cl)S(=O)(=O)c1ccccc1 | 22%
COc1cccc(NC(=O)NCc2cccn2C)c1 | -14%
CCN(CC)S(=O)(=O)c1ccc(-c2nnc3sc4cccc(C)c4n23)cc1 | -1%
Cc1ccsc1C(C(=O)NC1CCCCC1)N(C(=O)c1csnn1)C1CC1 (configuration not stated) | -8%
Cc1nc2c3ccccc3n(CC(=O)c3ccc(F)cc3)c(=O)n2n1 | -6%
O=C(O)C1OC(C(=O)O)C2C1C(F)(F)C2(F)F (configuration not stated) | -3%
Cc1ccc(S(=O)(=O)c2c(N)n(CCC(C)C)c3nc4ccccc4nc23)cc1 | -2%
Cc1cc(-c2ccccc2)nc(N2CCC(C(=O)NC34CC5CC(CC(C5)C3)C4)CC2)n1 | -6%
Cc1ccc2nc(Nc3nc(=O)c4ccccc4n3C)nc(C)c2c1 | -12%
O=C1CN(C(=O)COC(=O)C2=COCCO2)c2ccccc2N1 | -11%
CCOC(=O)c1sc2nc(N3CCOCC3)c3c(c2c1N)CCC3 | 3%
CCCOC(=O)c1ccc(Oc2c(-c3ccc(OC)cc3O)n[nH]c2C)cc1 | 10%
Cc1sc2ncnc(-n3cnc4ccccc43)c2c1C | -10%
O=C(O)c1cnc(-c2ccccc2)nc1Sc1ccccc1 | 13%
Cc1cccc(CCNC(=O)C2CCN(S(=O)(=O)c3c(C)nn(C)c3C)CC2)c1 | -10%
CC1=C(C(=O)OCCOc2ccccc2)C(c2ccc(C)o2)C2=C(CC(C)(C)CC2=O)N1 (configuration not stated) | -9%
COc1cc(OC)cc(-c2nnc(SCC(=O)N(Cc3ccccc3)C(C)(C)C)o2)c1 | -1%
Cn1c(CCN2CCCCC2)nc2cc(NS(=O)(=O)c3ccccc3)ccc21 | -4%
CCOC(=O)CSc1nc2ccccc2n1CC(=O)N1CCN(c2ccccc2)CC1 | 0%
O=C(NCCCN1CCOCC1)c1ccc(CS(=O)(=O)Cc2ccccc2Cl)o1 | -2%
Cc1cccc(-c2noc(CCCC(=O)Nc3cccnc3)n2)c1 | -10%
Cc1oc2ccc(NS(=O)(=O)c3ccccc3)cc2c1C(=O)OC(C)C | 4%
COC(=O)c1ccccc1NC(=O)C(CCS(C)(=O)=O)NC(C)=O (configuration not stated) | -6%
N/C(=N\OC(=O)c1cccc(Br)c1)c1ccncc1 | -18%
CC(C)(C)c1ccc(OCC(O)CSc2ncn[nH]2)cc1 (configuration not stated) | -1%
Nc1ncn(C(=O)c2ccco2)n1 | -12%
Brc1cccc(-c2nnc3sc(CNC4CCCC4)cn23)c1 | -12%
Cc1ccc(C(=O)O/N=C(\N)c2cccc([N+](=O)[O-])c2)cc1 | 0%
COC(=O)Nc1ccc(S(=O)(=O)N2c3ccccc3CCC2C)cc1 (configuration not stated) | -13%
O=C(CSc1nnnn1-c1ccccc1)N1CCCc2ccccc21 | -14%
CCCn1c(N2CCC(Cc3ccccc3)CC2)nc2c1c(=O)[nH]c(=O)n2C | -2%
Cc1ccc(Cn2c(SCCN3CCCCC3)nc3c2c(=O)n(C)c(=O)n3C)cc1 | 2%
Cc1cc(=O)[nH]c(/N=C(\N)Nc2cccc3ccccc23)n1 | -6%
C=CCn1c(Oc2ccc(C(=O)OC)cc2)nc2c1c(=O)n(C)c(=O)n2C | -15%
Cc1ccc(/C=N/n2c(C)n[nH]c2=S)o1 | -12%
CC(C)CC1NC(=S)N(C2CCCCC2)C1=O (configuration not stated) | -17%
Cc1ccc(OCc2ccc(C(=O)Nc3nccs3)o2)cc1C | -8%
CCOc1cc(/C=C(\C#N)c2nc3ncc(Br)cc3[nH]2)ccc1O | 6%
CN1CCN(S(=O)(=O)c2ccc3c(c2)NC(=O)C2CCCN32)CC1 (configuration not stated) | -14%
Cc1ccccc1OCC(=O)Nc1sc(C(=O)Nc2cccc(C)c2C)c(C)c1C#N | 3%
CO/N=C(/CS(=O)(=O)c1ccc(C)cc1)c1ccc(OC)cc1 | -7%
O=C(NCc1ccccc1)N(Cc1nc2ccccc2c(=O)[nH]1)C1CCCC1 | 3%

Other structures.
mol | EphA4 KYL inhibition
Cc1occc1-c1nnc(SCC(=O)NCCc2ccccc2)n1C(C)c1ccccc1 (configuration not stated) | -6%
Cc1cccn2c(/C=N/OCc3cccc(F)c3)c(-c3ccc(Cl)cc3)nc12 | -6%
FC(F)(F)c1cccc(Cn2nnnc2-c2cccc(C(F)(F)F)c2)c1 | -18%
CCOC(=O)C1=C(CSc2n[nH]c(N)n2)NC(=O)NC1C (configuration not stated) | -4%
COc1cccc(-n2nnc3c(=O)n(Cc4ccc(Br)cc4)cnc32)c1 | -10%
CC(=O)Nc1cccc(-c2csc(Nc3cc(C)ccn3)n2)c1 | -6%
COc1cccc2c1OC1(C)CC2N(C(=O)c2ccco2)C(=S)N1c1ccc(F)cc1 (configuration not stated) | -4%

Two entries from above, with each value named:
FC(F)(F)c1cccc(Cn2nnnc2-c2cccc(C(F)(F)F)c2)c1
  EphA4 KYL inhibition = -18%
CCOC(=O)C1=C(CSc2n[nH]c(N)n2)NC(=O)NC1C (configuration not stated)
  EphA4 KYL inhibition = -4%

A different layout for part of the listing above.
> COC(=O)C(C)NC(=O)C1CCCN1S(=O)(=O)c1cc(C)c(Cl)cc1C (configuration not stated)
  EphA4 KYL inhibition: -11%
> CCCSc1nnc(-c2c[nH]c3ccccc23)n1C
  EphA4 KYL inhibition: -8%
> COc1ccc(-c2cc(C(F)(F)F)n3nc(C)cc3n2)cc1
  EphA4 KYL inhibition: 1%
